HIF-2a block – HIF-2a reporter inhibitors, primary screen, luminescence, 786-0 RCC cells | inhibition, % at 18.8 µM | AID 624352, 2012 | 786-0 RCC cells HIF-2a reporter, luciferase luminescence, overnight | actives 0.72% (n = 360,000);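 active = inhibition of the luminescence signal of 40% or more relative to plate controls, in a single-dose primary screen at 18.75 µM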
aDG glyco act – activators of alpha-DG glycosylation, primary screen, uHTS, Pro5-aDG cells, AlphaScreen | alpha-DG glycosylation AlphaScreen (IIH6); 0% Pro5, 100% B10-LARGE cell signal | activation, % at 10 µM | actives 0.22% (n = 360,000);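 active = activation of at least 8% versus controls, or a plate z-score of at least 8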;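 note: Pro5 are CHO cells carrying HIG-tagged alpha-DG that lacks glycosylation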
NR2E3 ag-1 – NR2E3 agonists in two-hybrid cells, primary screen, cell-based, luminescence, CHO-S, Gal4-NCOR/VP16-NR2E3. luciferase. AID 602229, 2012. Photoreceptor-specific nuclear receptor (Homo sapiens), Q9Y5X4. actives 0.35% (n = 360,000). inhibition of corepressor binding, % at 3.98 µM;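 active = inhibition above the mean of all tested compounds plus 3 SD, cut at about 70% in these data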;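 note: 0% = DMSO with NR2E3 transfected cells and 100% = cells lacking NR2E3 construct; higher means lower luciferase signal from less NR2E3 corepressor binding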
Target sequence (Q9Y5X4 whole entry, looked up, the tested form may be a part): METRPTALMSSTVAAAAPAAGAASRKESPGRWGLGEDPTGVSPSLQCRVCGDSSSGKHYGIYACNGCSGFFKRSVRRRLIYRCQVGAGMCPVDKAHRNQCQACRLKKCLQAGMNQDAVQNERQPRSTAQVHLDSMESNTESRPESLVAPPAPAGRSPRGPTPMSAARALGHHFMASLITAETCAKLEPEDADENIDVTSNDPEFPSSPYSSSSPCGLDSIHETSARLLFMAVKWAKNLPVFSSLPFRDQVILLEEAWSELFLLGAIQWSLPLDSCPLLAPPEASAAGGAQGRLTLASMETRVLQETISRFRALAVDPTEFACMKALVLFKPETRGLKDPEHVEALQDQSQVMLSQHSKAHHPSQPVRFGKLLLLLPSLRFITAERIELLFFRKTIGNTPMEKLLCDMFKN
iPSC survival up – enhancers of single-cell hiPSC survival, primary screen, ATPlite luminescence | 100% = ROCK inhibitor wells, 0% = DMSO | survival enhancement, % at 20 µM | actives 0.044% (n = 360,000) | AID 602274, 2012; in the data active = survival enhancement above about 18%;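 note: cells exposed to compounds for 16 hours before the ATP read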
MITF TRPM1 inh – inhibitors of MITF-dependent TRPM1 promoter reporter, primary screen, cell-based, SK-MEL-5, single point, luciferase | SK-MEL-5 TRPM1 promoter luciferase, 24 h | inhibition, % at 12.5 µM | actives 0.83% (n = 330,000) | AID 488899, 2010;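 active = mean inhibition across replicates of 60% or more, whatever share of single replicates reaches that level; inconclusive = some that reach 60%, reason not given; inactive = mean inhibition across replicates below 60%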; note: values of inactives mirror those of a sister screen read the other way
TWEAK Fn14 block – inhibitors of TWEAK-Fn14 signaling, primary screen, luciferase reporter cells, uHTS. TWEAK-stimulated Fn14 reporter cells, luciferase luminescence, 8 h. AID 1159606, 2016. inhibition, % at 10 µM. actives 2% (n = 360,000); in the data active = inhibition above about 50%
Shn3 3UTR inh – reduction of Shn3 3'UTR firefly luciferase signal, primary screen, Schnurri-3 inhibitor project, cell-based, Clone20 osteoblasts, set 2. Clone20 osteoblast Shn3 3'UTR firefly luciferase, 24 h. inhibition, % at 12.5 µM. actives 0.52% (n = 360,000). AID 588674, 2011;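 active = mean inhibition of at least 75% with every replicate also reaching 75%; inconclusive = mean inhibition at least 75% but some replicate below; inactive = mean inhibition below 75%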;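 note: 0% = median of neutral control wells and 100% = pilot-screen positive control compound; some compounds past the cut are filed as inactive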
CF NFkB inh – inhibitors of PAF-induced NF-kB signaling, primary screen, cell-based, GFP fluorescence, uHTS; inhibition, % at 5 µM; AID 588850, 2011; actives 0.86% (n = 360,000); KKLEB NF-kB-GFP reporter, GFP fluorescence overnight;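 active = at least 50% inhibition at 5 µM, scaled per plate between neutral and stimulator controls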;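 note: PAF is a Pseudomonas aeruginosa culture filtrate used as stimulus; plate controls were PAF-stimulated DMSO wells for no effect and unstimulated DMSO wells for full effect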
Peg3 prom inh – Peg3 promoter-driven luciferase inhibitors, primary screen, cell-based, HeLa, luciferase luminescence; inhibition, % at 20 µM; HeLa PEG-Prom luciferase reporter, overnight; actives 1.7% (n = 360,000);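 active = inhibition of at least 50% at 20 µM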
KKLEB tox – cytotoxicity in KKLEB CF airway cells, primary screen, cytotoxicity control for CF NF-kB inhibitor project, cell-based, uHTS, fluorescence assay plates; activity change (cytotoxicity), % at 5 µM; KKLEB CF airway cells viability, ATPlite luminescence, overnight; active compounds read low; cells stimulated with P. aeruginosa culture filtrate; actives 0.36% (n = 360,000); AID 602141, 2011;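 active = corrected activity change at or below -50% at 5 µM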
NR2E3 ag-2 – inhibitors of NR2E3-RetCOR corepressor binding, primary screen, NR2E3 agonist project, biochemical, TR-FRET, GST-NR2E3, biotin-RetCOR | Photoreceptor-specific nuclear receptor (Homo sapiens), Q9Y5X4 | 1536-well | inhibition of corepressor binding, % at 4.78 µM | actives 0.12% (n = 320,000) | AID 2300, 2010;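 active = percent inhibition above the cutoff of mean plus 3 SD of all tested compounds, set per screening campaign, cut at about 20% in these data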;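 note: 0% = DMSO wells and 100% = biotin wells as full block of FRET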
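Material: NR2E3–RetCOR corepressor complex / Amount: 1.35 nM GST-NR2E3 / Medium: Tris pH 7.5 / Compound: single nominal compound dose of 4.8 µM / Incubation: 5 h at 4 °C / Technique: TR-FRET, Eu(K)-anti-GST donor, streptavidin-D2 acceptor, ex 340, em 617/671 nm / Read-out basis: percent loss of FRET ratio relative to control wells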
The depositor's hits bear a star; ? = inconclusive; nt = not tested or not shown.

entry	Compound	NR2E3 ag-1	Peg3 prom inh	NR2E3 ag-2	TWEAK Fn14 block	CF NFkB inh	aDG glyco act	iPSC survival up	Shn3 3UTR inh	MITF TRPM1 inh	HIF-2a block	KKLEB tox
1	Cc1n[nH]c(C)c1Cc1c(F)cccc1Cl	-14	10	2	9	2	-0.1	-0.5	4	-1	9	1
2	COc1ccc(C(=O)NC2CCSC2=O)cc1 (stereo not given)	-6	5	2	7	-16	-0.2	1.4	-21	-1	-3	2
3	CCOc1cc(/C=C2/C(=N)N3N=C(C)SC3=NC2=O)ccc1OS(=O)(=O)c1ccc(C)cc1	-24	11	3	6	-8	-0.1	0.1	-20	14	1	2
4	Cc1cc[n+](CC(=O)Nc2ccccc2)cc1	-6	12	0	-9	-7	0.1	-0.2	2	21	14	3
5	CCCC1CCc2c(sc(N)c2C(N)=O)C1 (stereo not given)	-18	-14	-2	-2	11	0.2	1.0	11	13	-6	10
6	c1ccc(CC2CCN(C(c3cccs3)c3nnnn3C3CCCC3)CC2)cc1 (stereo not given)	-17	31	-2	14	-5	0.1	-1.5	75	4	-15	-1
7	CCOC(=O)c1sc(N)c(C(=O)OCC)c1COC(=O)C1CC(=O)N(Cc2ccco2)C1 (stereo not given)	-24	-3	1	-11	13	0.3	-2.1	3	7	-7	-6
8	OCC[C@@H]1C[C@H](O)[C@@H](O)[C@@]2(CCCO2)O1	-21	-1	0	8	-1	0.0	5.7	8	-11	2	7
9	Cc1ccc(C)c(OCC(=O)Nc2ccccc2C(=O)N2CCOCC2)c1	-4	15	-2	1	27	-0.2	-0.1	17	5	7	-6
10	C[C@@H]1CN([C@H](C)CO)C(=O)c2c(c3ccccc3n2C)-c2ccccc2CO[C@H]1CN(C)C(=O)c1cc(Cl)cc(Cl)c1	-27	4	nt	-1	-9	-0.1	0.8	8	nt	-5	-1
11	COc1cc(C(=O)O[C@H]2C/C(C)=C/CC[C@]3(C)O[C@@H]3C(O)C2C(C)C)cc(OC)c1OC (stereo not given in full)	-9	13	3	-4	0	-0.2	-0.1	1	4	13	8
12	COc1ccc(/C=N\NC(=O)c2ccccc2OC)cc1COc1c(F)c(F)c(F)c(F)c1F	-26	12	-2	-19	-30	-0.6	-0.5	-1	21	-2	18

Entries of single compounds, quoted from the list. Screens in order: NR2E3 ag-1	Peg3 prom inh	NR2E3 ag-2	TWEAK Fn14 block	CF NFkB inh	aDG glyco act	iPSC survival up	Shn3 3UTR inh	MITF TRPM1 inh	HIF-2a block	KKLEB tox
COc1ccc(/C=N\NC(=O)c2ccccc2OC)cc1COc1c(F)c(F)c(F)c(F)c1F as listed: -26	12	-2	-19	-30	-0.6	-0.5	-1	21	-2	18
Cc1cc[n+](CC(=O)Nc2ccccc2)cc1 as listed: -6	12	0	-9	-7	0.1	-0.2	2	21	14	3

The list goes on.
entry	Compound	NR2E3 ag-1	Peg3 prom inh	NR2E3 ag-2	TWEAK Fn14 block	CF NFkB inh	aDG glyco act	iPSC survival up	Shn3 3UTR inh	MITF TRPM1 inh	HIF-2a block	KKLEB tox
13	CC(=O)c1cc2c(cc1NS(=O)(=O)c1ccc(C)cc1)OCO2	-6	31	-1	12	14	-0.1	0.7	16	2	25	7
14	CC(C)CN(C(=O)CN1CCN(c2ccccc2O)CC1)c1c(N)n(CC(C)C)c(=O)[nH]c1=O	7	10	-1	16	-10	0.0	1.7	22	-5	18	6
15	O=C(CN1C2CCC1CC(NC(=O)Nc1ccccc1)C2)NCc1ccco1 (stereo not given)	-11	-8	2	0	8	-0.1	0.4	-9	-12	-21	-10
16	Cc1ccc(NNC(=O)Nc2ccc(Cl)cc2)nn1	-13	13	2	4	-6	0.0	0.0	-17	4	7	-20
17	N#Cc1ccc(CN2CCN(C(=O)c3cc(Cl)c4c(c3)OCCO4)CC2)cc1	-10	6	1	-10	-11	0.4	-0.2	-4	15	3	6
18	C=CCNS(=O)(=O)c1ccc(C(=O)OCc2cc(=O)oc3cc(OC)ccc23)cc1	-7	-1	4	-14	-9	0.2	0.1	-12	3	14	2
19	CCOC(=O)CNC(=O)Nc1cccc(Cl)c1C	-20	11	1	-18	7	-0.1	0.5	-19	-7	0	-2
20	CC(C)C[C@@H](CO)N1CCNCCC1=O	-9	0	2	-6	5	0.0	-2.0	2	6	3	17
21	O=S(=O)(c1cc(F)cc(F)c1)N1CCN(c2ncccn2)CC1	-9	4	0	5	-2	-0.2	-2.4	13	-6	5	2
22	CCOC(=O)N/N=C\c1ccc(OC(=O)c2ccc3c(c2)OCO3)cc1	-28	2	5	-2	7	0.0	0.3	-22	-5	5	1
23	COc1ccc(CCC(=O)Nc2cc3c4c(c2)CC(=O)N4CCC3)cc1	1	-22	0	5	-24	-0.6	0.5	3	1	-9	13
24	O=c1c2c(-c3cccc([N+](=O)[O-])c3)ccnc2[nH]n1-c1ccccc1	5	-43	nt	3	-13	-0.1	-0.3	-8	-24	-1	-6

Arranged by the number under CF NFkB inh (lowest first): three of the compounds above.
| cpd | Compound | NR2E3 ag-1 | Peg3 prom inh | NR2E3 ag-2 | TWEAK Fn14 block | CF NFkB inh | aDG glyco act | Shn3 3UTR inh | MITF TRPM1 inh | HIF-2a block |
| --- | --- | --- | --- | --- | --- | --- | --- | --- | --- | --- |
| 23 | COc1ccc(CCC(=O)Nc2cc3c4c(c2)CC(=O)N4CCC3)cc1 | 1 | -22 | 0 | 5 | -24 | -0.6 | 3 | 1 | -9 |
| 16 | Cc1ccc(NNC(=O)Nc2ccc(Cl)cc2)nn1 | -13 | 13 | 2 | 4 | -6 | 0.0 | -17 | 4 | 7 |
| 13 | CC(=O)c1cc2c(cc1NS(=O)(=O)c1ccc(C)cc1)OCO2 | -6 | 31 | -1 | 12 | 14 | -0.1 | 16 | 2 | 25 |

Continued:
entry	Compound	NR2E3 ag-1	Peg3 prom inh	NR2E3 ag-2	TWEAK Fn14 block	CF NFkB inh	aDG glyco act	iPSC survival up	Shn3 3UTR inh	MITF TRPM1 inh	HIF-2a block	KKLEB tox
25	COc1ccc(C(=O)NC(=S)Nc2cccc(Cl)c2N2CCOCC2)cc1[N+](=O)[O-]	-26	28	0	-2	17	0.2	-1.1	-10	7	-28	-12
26	CC1CCCC(C)N1C(=O)COC(=O)c1cc([N+](=O)[O-])ccc1N1CCOCC1 (stereo not given)	2	9	0	-4	2	0.4	-0.5	19	0	10	0
27	CC1(C(=O)NS(=O)(=O)c2cccc(Cl)c2)CCN1C(=O)CC1CCCC1 (stereo not given)	-62	-21	nt	-7	11	0.1	4.6	2	nt	-11	-2
28	C=CCNC(=O)COC(=O)COc1ccc(Cl)cc1	10	14	1	-5	-6	0.2	-0.4	-1	-7	16	11
29	Cc1ccccc1NC(=S)N(CCN1CCCCC1)Cc1ccco1	11	12	0	12	-7	0.5	-0.4	6	-3	7	-10
30	CC(C)C(C(=O)NCC1CCCO1)N(C(=O)CNS(=O)(=O)c1ccc(F)cc1)C1CCCCC1 (stereo not given)	-25	3	-3	-4	-10	0.0	-0.7	4	-5	6	3
31	O=C(NCc1ccccc1Cl)C1CCC(=O)N(CCCN2CCCC2=O)C1 (stereo not given)	-18	-24	3	9	-8	-0.3	-0.6	-9	7	4	24
32	CCN=C(NCC)SC1CC(=O)N(c2cccc(OCC)c2)C1=O (stereo not given)	-11	8	2	7	24	0.1	-2.4	3	-5	10	-13
33	COc1ccc(NC(=O)C2CC(=O)N(Cc3ccc(C)cc3)C2)cc1S(=O)(=O)N1CCCCC1 (stereo not given)	6	14	1	3	-10	-0.1	5.8	3	-1	19	1
34	Cc1nc(-c2ccc(Cl)cc2)sc1C1(C)CC(c2ccncc2)=NO1 (stereo not given)	-46	-82	0	-18	-34	0.3	-1.6	3	-7	-112	32
35	CC1(NC(=O)c2cc(-c3cccs3)nn2-c2ccccc2)CCS(=O)(=O)C1 (stereo not given)	4	15	5	-44	-2	-0.2	-0.4	14	5	3	-8
36	CCCCSc1n[nH]c(N)n1	-6	6	2	-4	1	-0.1	2.7	8	7	5	17
37	Cc1noc(C)c1S(=O)(=O)N(CC(=O)NCc1ccc2c(c1)OCO2)c1ccc(C(C)C)cc1	-11	14	0	-6	3	0.2	-1.4	6	-8	11	1
38	CC1=NN(C(=O)Cc2ccccc2)C(O)(c2ccccc2)C1 (stereo not given)	18	-4	1	21	2	0.9	2.6	-1	-28	1	3
39	CCN(C(C)=O)c1cnc(C=NNC(N)=S)c2ccccc12	10	54*	nt	-15	-27	0.8	-2.4	?	48	20	0
40	COc1ccc(N(CC(=O)Nc2ccc(F)c(Cl)c2)S(=O)(=O)c2c(C)noc2C)cc1	9	31	-2	7	0	0.1	-3.7	13	-9	6	0
41	CN(C)CCCNC(=O)C(=O)NCC(c1cccs1)S(=O)(=O)c1ccc(F)cc1 (stereo not given)	-21	25	1	7	-44	0.0	1.0	3	7	14	20
42	O=C(CCl)c1cc2c3c(c1)CC(=O)N3CCC2	-18	81*	0	15	20	0.1	0.4	8	44	-7	9
43	C=CCC[C@H](Cc1ccc(F)cc1)C(=O)OC[C@@H](Cc1c[nH]c2ccccc12)NC(=O)[C@H](CC=C)CC(=O)N[C@H](CO)Cc1ccccc1	0	36	nt	35	14	0.2	-1.5	28	-7	-20	7
44	CCOC(=O)c1c(C)c(C(=O)NCCCOC)c(C)n1C	-23	4	-1	0	11	0.0	8.0	-23	-3	6	1

An excerpt from above, limited to MITF TRPM1 inh and NR2E3 ag-2.
entry	SMILES	MITF TRPM1 inh	NR2E3 ag-2
37	Cc1noc(C)c1S(=O)(=O)N(CC(=O)NCc1ccc2c(c1)OCO2)c1ccc(C(C)C)cc1	-8	0
38	CC1=NN(C(=O)Cc2ccccc2)C(O)(c2ccccc2)C1 (stereo not given)	-28	1
